# Screening data as filed in PubChem.
# ADAM17 inh – ADAM17 inhibition, QFRET primary screen | recombinant ADAM17, EDANS/DABCYL FRET peptide cleavage | P78536 | inhibition, % at 6.95 µM | actives 0.83% (n = 370,000);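 active means inhibition above the mean of compounds lying between control limits plus 3 SD, set per campaign, cut at about 8.5% in these data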;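 further: 0% = DMSO-only wells as the low control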
# Target sequence (P78536 215-824 limits assumed): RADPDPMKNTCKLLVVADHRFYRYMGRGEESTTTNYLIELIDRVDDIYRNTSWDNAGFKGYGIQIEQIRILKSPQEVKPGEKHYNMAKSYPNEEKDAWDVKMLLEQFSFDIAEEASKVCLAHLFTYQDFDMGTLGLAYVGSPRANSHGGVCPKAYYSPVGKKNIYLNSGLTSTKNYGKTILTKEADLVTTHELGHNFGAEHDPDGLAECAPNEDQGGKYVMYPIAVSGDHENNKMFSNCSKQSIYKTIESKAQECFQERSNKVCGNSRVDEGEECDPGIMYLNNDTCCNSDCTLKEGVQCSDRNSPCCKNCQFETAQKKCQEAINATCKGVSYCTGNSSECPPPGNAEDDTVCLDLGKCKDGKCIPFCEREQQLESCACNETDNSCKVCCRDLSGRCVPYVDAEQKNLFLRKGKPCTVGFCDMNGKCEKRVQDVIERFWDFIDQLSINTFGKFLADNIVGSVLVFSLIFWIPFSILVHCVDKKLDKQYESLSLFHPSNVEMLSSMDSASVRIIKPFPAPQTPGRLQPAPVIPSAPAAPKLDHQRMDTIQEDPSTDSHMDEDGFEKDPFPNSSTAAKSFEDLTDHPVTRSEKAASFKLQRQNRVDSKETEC
# PLCb3 inh – blocks human PLC-beta3 enzyme activity; inhibition, % at 12.2 µM; AID 720704; Purified PLC-beta3, fluorogenic substrate, fluorescence; Q01970; actives 0.18% (n = 370,000); in the data active means inhibition above about 11%;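 further: 0% = median of compound wells on plate and 100% = full blocker control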
# FXN GAA850 act – increases GAA850 frataxin promoter reporter activity; HEK293 lucGAA850 FXN promoter luciferase reporter, 24 h; percent of 10 µM SAHA response; activation, % at 6 µM; actives 0.56% (n = 360,000);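 active means activation above the average of all compounds screened plus 3 SD, cutoff fixed separately per campaign, cut at about 7.5% in these data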;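 further: 0% = DMSO wells and 100% = 10 µM SAHA wells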
# DAX1 inh-1 – inhibits human nuclear receptor DAX1; P51843; HEK293 Gal4-DAX1 luciferase reporter, luminescence; inhibition, % at 6.75 µM; actives 0.99% (n = 340,000); AID 504766;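 active means inhibition above the mean over all tested compounds plus 3 SD, cut at about 4.2% in these data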;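 further: 0% = DAX1-transfected cells with DMSO and 100% = empty-vector control cells with DMSO; inhibition shows as a rise in luminescence from relieved DAX1 repression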
# HGIII-sPLA2 inh – Blocks human group III sPLA2 activity; QFRET BODIPY PC-A2 liposome hydrolysis, fluorescence; inhibition, % at 12.2 µM; actives 0.56% (n = 370,000);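 active means inhibition above mean plus 3 SD of compounds lying within the high and low control bounds, cut at about 19% in these data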;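 further: 0% = median of test compound wells and 100% = no enzyme DMSO wells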
# Target sequence (Q9NZ20 whole entry, looked up): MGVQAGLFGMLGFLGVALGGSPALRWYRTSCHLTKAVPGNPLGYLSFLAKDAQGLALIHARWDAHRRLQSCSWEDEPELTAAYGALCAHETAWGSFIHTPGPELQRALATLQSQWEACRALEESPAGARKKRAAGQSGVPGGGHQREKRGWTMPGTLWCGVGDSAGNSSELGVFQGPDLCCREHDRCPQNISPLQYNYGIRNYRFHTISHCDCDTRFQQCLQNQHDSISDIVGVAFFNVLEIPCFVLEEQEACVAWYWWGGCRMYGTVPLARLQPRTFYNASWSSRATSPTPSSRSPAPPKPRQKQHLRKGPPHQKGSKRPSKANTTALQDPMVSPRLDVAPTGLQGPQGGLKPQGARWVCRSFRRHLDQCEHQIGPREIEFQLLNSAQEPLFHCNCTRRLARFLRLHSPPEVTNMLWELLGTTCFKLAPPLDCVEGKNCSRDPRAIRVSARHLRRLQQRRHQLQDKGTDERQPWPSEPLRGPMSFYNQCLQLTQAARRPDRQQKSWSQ
# DAX1 inh-2 – DAX1 (NR0B1) inhibition, primary screen; HEK293T StAR-luciferase reporter, SF-1/DAX-1 repression relief; inhibition, % at 6.8 µM; actives 1.1% (n = 370,000); AID 652010;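 active means inhibition above the mean over all tested compounds plus 3 SD, cut at about 3.6% in these data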;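 further: 0% = DAX-1 cells with DMSO and 100% = cells lacking DAX-1 with DMSO; higher inhibition means more luminescence from relief of DAX-1 repression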
# PLCg1 inh – blocks human PLC-gamma1 enzyme activity | P19174 | purified PLC-gamma1, fluorogenic substrate, fluorescence | inhibition, % at 12.2 µM | actives 0.84% (n = 370,000); in the data active means inhibition above about 9.5%
# ssDAF-12 act – activates DAF-12 receptor from parasite S. stercoralis | HEK293 ssDAF-12/GRIP1 lit1-tk-luc reporter, luminescence; % of 3 µM dafachronic acid response | activation, % at 6.8 µM | actives 1% (n = 370,000) | AID 652126;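 active means activation above the mean over all tested compounds plus 3 SD, cut at about 0.9% in these data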;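 further: 0% = DMSO-only wells and 100% = 3 µM delta7-dafachronic acid wells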
# ADAM10 inh – inhibits human ADAM10. O14672. actives 0.62% (n = 370,000). inhibition, % at 7 µM. recombinant ADAM10, EDANS/DABCYL FRET peptide cleavage, 3 h;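 active means inhibition above a per-campaign cutoff equal to the mean of compounds falling between control-based bounds plus 3 SD, cut at about 20% in these data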;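 further: 0% = DMSO wells while the 100% control is not disclosed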
# hgDAF-12 ag – hgDAF-12 agonism, primary luciferase screen; actives 1.8% (n = 370,000); HEK293 GAL4-hgDAF12 UAS-luciferase reporter, agonist luminescence; normalized to butyrate control; activation, % at 6.8 µM;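 active means activation above a cutoff set at the mean of all screened compounds plus 3 SD, cut at about 10% in these data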;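 further: 0% = DMSO wells and 100% = sodium butyrate wells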
# hcDAF12 agonist – activators of H. contortus DAF-12 nuclear receptor. HEK293 hcDAF-12 lit1-tk-luc reporter, luminescence; 0% DMSO, 100% Δ7-dafachronic acid. activation, % at 6.8 µM. actives 1.4% (n = 370,000). AID 652067;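 active means activation above the mean of all tested compounds plus 3 SD, cut at about 5.5% in these data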;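 further: 100% = response to 3 µM Δ7-dafachronic acid high control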
# The depositor's hits bear a star; . = no result given.
smiles,ssDAF-12 act,hcDAF12 agonist,DAX1 inh-2,DAX1 inh-1,FXN GAA850 act,HGIII-sPLA2 inh,PLCg1 inh,PLCb3 inh,ADAM17 inh,ADAM10 inh,hgDAF-12 ag
COc1ccccc1CC(=O)Nc1cccc2ccccc12,-1.1,-1.9,0.1,-0.7,-0.8,9,-1,-12,-5,-8,-1.2
c1cc(CNc2ccc(N3CCOCC3)cc2)ccn1,-1.6,-2.6,-1.3,-0.8,-2.5,4,-60,-77,-2,-4,-5.3
CCC(=O)Nc1nc(-c2ccc3c(c2)CC(C)N3S(C)(=O)=O)cs1 (configuration not stated),-1.1,-1.4,-1.1,-1.0,1.8,-4,0,0,-1,-12,-0.6
CCOc1ccc(-c2noc(CCC(=O)NCCc3ccccc3)n2)cc1OC,-1.2,-1.2,-0.1,2.0,2.9,-1,2,-3,-2,6,0.1
COc1ccc2nc(NC(=O)CCN3C(=S)NC(C)(C)CC3C)sc2c1 (configuration not stated),-0.5,-3.1,1.9,1.6,-1.9,26*,2,-7,-8,-2,-0.8
CSc1ccc(CN2CCN(CCC(C)C)C(CCO)C2)cc1 (configuration not stated),-1.3,-1.1,0.3,0.1,0.8,-3,2,-3,-1,-1,-1.1
Cc1cc(C)c(CN2CCC(n3nccc3NC(=O)C3CCOC3)CC2)cc1C (configuration not stated),-0.5,0.5,-0.7,0.6,0.5,1,0,-7,-4,-6,2.8
CCn1c2ccccc2c2cc(NC(=O)c3cccc([N+](=O)[O-])c3)ccc21,-1.8,-1.6,-1.1,0.2,0.5,8,-16,-31,3,3,3.6
Cn1c(=O)c(=O)n(C)c2cc(S(=O)(=O)N3CCCC3C(=O)Nc3ccccc3F)ccc21 (configuration not stated),-0.5,0.8,1.7,1.9,1.0,10,-16,-21,-9,-28,4.8
COc1ccc(C(=O)Nc2ccc(-c3ccc(NC(=O)c4ccc(OC)cc4)c(OC)c3)cc2OC)cc1,-0.5,-1.3,-0.4,-0.4,3.1,-6,-5,-5,-3,-9,-2.9
Cc1ccnc(NC(=O)Nc2ccc(F)cc2)c1,0.5,5.2,3.5,1.9,3.6,-3,1,6,1,-8,14*
CCOC(=O)[C@]12CCC=C1N(Cc1cccc3ccccc13)C(=O)[C@H](CC(=O)N1CCOCC1)C2,-0.8,-2.2,-0.8,.,.,-16,1,4,3,13,-1.2
CC(C)(C(=O)N1CCC1(C)C(=O)NS(=O)(=O)c1ccc(C#N)cc1)c1ccccc1 (configuration not stated),-1.7,-0.1,-0.2,.,0.1,7,4,2,-6,-5,-0.9
CCOc1ccccc1C1C(C(N)=O)=C(C)Nc2nc(-c3ccccc3Cl)nn21 (configuration not stated),-1.6,0.6,-0.6,3.0,-1.1,-4,-12,-15,-3,1,-0.1
O=C(Cn1nnc(-c2ccc(CN3CCOCC3)cc2)n1)N(c1ccccc1)c1ccccc1,-1.7,-0.6,0.1,1.9,-0.6,-7,0,0,-5,-5,-1.4

# 5 entries picked at random from those above:
smiles,ssDAF-12 act,hcDAF12 agonist,DAX1 inh-2,DAX1 inh-1,FXN GAA850 act,HGIII-sPLA2 inh,PLCg1 inh,PLCb3 inh,ADAM17 inh,ADAM10 inh,hgDAF-12 ag
CCOc1ccccc1C1C(C(N)=O)=C(C)Nc2nc(-c3ccccc3Cl)nn21 (configuration not stated),-1.6,0.6,-0.6,3.0,-1.1,-4,-12,-15,-3,1,-0.1
O=C(Cn1nnc(-c2ccc(CN3CCOCC3)cc2)n1)N(c1ccccc1)c1ccccc1,-1.7,-0.6,0.1,1.9,-0.6,-7,0,0,-5,-5,-1.4
CCOC(=O)[C@]12CCC=C1N(Cc1cccc3ccccc13)C(=O)[C@H](CC(=O)N1CCOCC1)C2,-0.8,-2.2,-0.8,.,.,-16,1,4,3,13,-1.2
COc1ccccc1CC(=O)Nc1cccc2ccccc12,-1.1,-1.9,0.1,-0.7,-0.8,9,-1,-12,-5,-8,-1.2
CCC(=O)Nc1nc(-c2ccc3c(c2)CC(C)N3S(C)(=O)=O)cs1 (configuration not stated),-1.1,-1.4,-1.1,-1.0,1.8,-4,0,0,-1,-12,-0.6

# New compounds follow:
smiles,ssDAF-12 act,hcDAF12 agonist,DAX1 inh-2,DAX1 inh-1,FXN GAA850 act,HGIII-sPLA2 inh,PLCg1 inh,PLCb3 inh,ADAM17 inh,ADAM10 inh,hgDAF-12 ag
COc1ccc([N+](=O)[O-])cc1NC(=O)Cc1noc2ccccc12,-1.9,-2.5,-0.2,-0.4,-1.6,-28,3,0,0,3,-4.2
CC(=O)Nc1cccc(-c2ccnc3c2CC(C(=O)NCc2ccco2)O3)c1 (configuration not stated),-1.4,-1.9,-3.1,.,-3.8,0,-3,0,-3,-10,2.7
CN=C1CC(C)(C)CC(=O)/C1=C(/O)CCC(=O)NC,-0.9,-2.9,0.1,0.1,-1.0,1,0,0,-5,-9,-0.8
CCN1C(=O)C2C(C1=O)N1C(c3ccccc3)C3C(=O)N(CC)C(=O)C3N1C2c1ccccc1 (configuration not stated),-0.6,-0.8,-0.2,1.2,-0.5,-5,3,1,-2,5,0.1
O=C(Nc1ccc(N2CCN(Cc3ccccc3)CC2)cc1)c1cccnc1,-1.2,-2.5,-0.7,-0.7,0.7,4,1,3,-2,3,-1.8
CN(C(=O)c1ccc(NC(=O)Cc2ccc(NC(=O)C3CCCN(C(=O)C4CCCC4)C3)cc2)cc1)C1CC1 (configuration not stated),-1.8,-1.7,-0.8,-0.5,1.3,-2,7,2,4,-11,-0.8
O=C1NCCCCC1NC1CC(=O)N(c2ccccc2)C1=O (configuration not stated),-1.9,1.9,-0.4,1.1,1.1,2,3,8,3,0,1.1
CC1=NN(c2ccccc2)C(=O)/C1=C/C=C/c1ccccc1,-0.6,-0.8,-0.2,0.4,6.5,23*,2,-2,2,-2,-1.4
COc1ccc(C2=C(C)C(N3CCN(C(=O)c4ccco4)CC3)=NS2(=O)=O)cc1,-1.1,-2.0,-0.2,-0.4,0.3,3,-64,-77,-4,-27,-0.9
O=C(NCC1CCC(C(=O)O)CC1)c1cccnc1 (configuration not stated),-1.4,-0.8,0.4,-0.3,2.7,7,5,-1,5,8,0.6
CCN1C(=O)[C@H]2[C@H]3CN=C(SCc4ccc(C)cc4)N3[C@@](Cc3ccccc3)(C(=O)OC)[C@H]2C1=O,-1.1,-1.0,-1.1,-0.7,-1.9,-2,0,9,3,-2,-3.3
Cc1ccc(-c2nnc(NC(=O)c3c(F)cccc3Cl)s2)cc1,0.1,-0.9,0.4,1.1,1.2,1,3,1,0,-6,2.6
CC(C)C[C@H](NC(=O)[C@@H](O)[C@H](N)Cc1ccccc1)C(=O)O,-1.7,-1.1,-2.9,.,.,-1,0,2,-5,-5,-3.6
CN(C)[C@@H]1CCN(c2cccc3c2S(=O)(=O)N2CC[C@@H](C2)O3)C1,-0.7,3.0,-0.6,.,.,6,-2,-3,-4,-7,-0.8
O=C(O)CNC(=O)c1ccc(NC(=O)/C(=C/c2ccccc2)NC(=O)c2ccccc2)cc1,-1.0,-0.2,-0.4,0.7,1.2,-1,1,-3,-5,-5,1.8

# Next part.
smiles,ssDAF-12 act,hcDAF12 agonist,DAX1 inh-2,DAX1 inh-1,FXN GAA850 act,HGIII-sPLA2 inh,PLCg1 inh,PLCb3 inh,ADAM17 inh,ADAM10 inh,hgDAF-12 ag
COC(=O)[C@]1(C)N[C@H](CN(C)C(=O)C2CCCCC2)[C@@H]2C(=O)N(C)C(=O)[C@@H]21,-1.2,1.1,-0.2,0.2,1.2,6,1,5,-1,-7,0.2
CCOC(=O)/C=c1\s/c(=C(\C#N)C(=O)OCC)n(-c2ccccc2)c1=O,-0.9,-0.3,-0.5,-0.4,-0.5,-2,-1,-2,-1,0,3.2
CCc1ccc2oc(-c3cccc(N)c3)nc2c1,3.3*,16*,4.3*,-0.8,1.1,-10,-359,-454,-121,-367,16*
COC(=O)[C@]12C[C@H](CC(=O)NCCCCc3ccccc3)C(=O)N(CCC3=CCCCC3)C1=C[C@H](C1CCCC1)O[C@@H]2C,-1.6,-1.3,-1.0,.,.,-10,0,3,2,2,2.1
CCOC(=O)c1c(C)[nH]c(C(=O)N(C)CC(=O)Nc2ccc(OC)cc2)c1C,-1.5,-0.5,-1.1,2.0,0.2,12,2,-13,-4,-16,-1.9
COc1cc(/C=N/NC(=O)c2cccnc2)ccc1OC(=O)c1ccc2c(c1)OCO2,-1.5,-1.1,-0.9,2.0,0.9,0,0,1,1,5,3.2
CCOC(=O)c1cccc(S(=O)(=O)N(CCO)Cc2cc3cc(OC)c(OC)cc3[nH]c2=O)c1,-1.1,-2.6,0.7,0.4,4.6,1,-5,-9,-13,-26,-0.4
O=C(NNC(=O)c1ccccc1Br)c1cccc(Cl)c1,-0.8,-0.6,0.0,1.0,7.4,-4,-4,2,-5,0,3.0
O=C1C2C(c3ccccc3)CC=CC2[C@H](c2ccoc2)N1Cc1ccccc1 (some centres not stated),-0.8,-1.9,-0.6,1.4,1.0,-6,0,5,1,10,1.4
COc1ccc(-c2n[nH]c(=S)n2-c2ccc(C)cc2C)cc1,-0.2,-1.7,-0.3,-0.6,1.0,12,-3,-7,1,-1,-0.5
CCOc1cc(N2CCOCC2)c(OCC)cc1NC(=O)[C@H](C)N1C(=O)C2CC=CCC2C1=O (some centres not stated),-2.1,1.7,0.4,-0.1,-0.4,3,3,-1,-3,5,-1.1
Nc1ccc(CCc2ccccn2)cc1,-0.3,4.0,1.6,2.9,2.7,8,-3,-4,0,1,6.5
CCOC(=O)c1cnc2c(Cl)cccc2c1NCCN1CCOCC1,-0.7,1.7,0.1,1.9,1.4,-5,1,-1,-3,-7,-1.5
COc1ccc(C2N(c3cc(Cl)ccc3OC)C(=O)C3CCCN32)cc1 (configuration not stated),-1.2,-0.4,0.5,0.7,-0.7,-1,-1,1,-2,-14,0.8
NC(=S)n1[nH]c(-c2ccc([N+](=O)[O-])cc2)c(N=Nc2ccccc2[N+](=O)[O-])c1=O,-0.7,-0.1,-0.4,1.0,0.9,0,2,-6,1,-1,-1.1

# New compounds follow:
smiles,ssDAF-12 act,hcDAF12 agonist,DAX1 inh-2,DAX1 inh-1,FXN GAA850 act,HGIII-sPLA2 inh,PLCg1 inh,PLCb3 inh,ADAM17 inh,ADAM10 inh,hgDAF-12 ag
O=C(CN1C(=O)NC(Cc2c[nH]c3ccccc23)C1=O)Nc1ccccc1C(F)(F)F (configuration not stated),-1.4,0.2,0.9,-1.4,-0.3,-70,3,-2,1,-13,-0.4
Cc1ccc(NC(=O)CSc2ccccc2)cc1S(=O)(=O)N1CCCCC1,-2.0,-1.6,-1.5,-1.9,1.8,-29,3,-1,7,12,-1.9
COc1ccc(-c2c3c(=O)n(C)c(=O)n(C)c3cn2N2CCOCC2)cc1,-1.2,-0.7,-0.2,0.8,3.4,0,-31,-40,-14,-26,-2.0
CN(C(=O)CSc1nnc(-c2ccc(C(C)(C)C)cc2)n1C)C1CCS(=O)(=O)C1 (configuration not stated),-0.9,1.2,-0.9,0.1,1.3,0,0,-3,-9,-9,1.1
O=S(=O)(Nc1cc(S(=O)(=O)N2CCOCC2)ccc1NCC1CCCO1)c1ccccc1F (configuration not stated),-0.7,-1.0,-0.8,0.6,-0.6,10,1,2,1,-1,0.8
